TRPML3 agonist – human mucolipin-3 channel agonism; Q8TDD5; HEK293 TRPML3-YFP, Fluo-8 calcium fluorescence; 100% = the carbachol control signal; activation, % at 3 µM; actives 0.29% (n = 220,000);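 active means activation above its plate's cutoff, the mean activation of the plate's test wells plus 3 SD, cut at about 12% in these data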;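 further: 0% = DMSO only wells and 100% = carbachol wells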
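Material: HEK293 cells stably carrying human TRPML3-YFP; compound dosing: single dose, 3 µM final nominal compound, 0.3% DMSO final; incubation: 1-h 37 °C dye load, 5-s basal, 120-s post-compound reads; technique: Fluo-8 intracellular calcium fluorescence, excitation 470-495 nm, emission 515-575 nm; read-out basis: percent activation from peak-to-basal fluorescence ratio, scaled between DMSO and carbachol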
TNF necrop inh – TNF-alpha cell death inhibition in Jurkat FADD-/- cells; Jurkat FADD-/- TNF necroptosis rescue, ATP luminescence, 24 h; 0 = TNF only, 100 = no-TNF cells; activation (protection from cell death), % at 10 µM; actives 0.068% (n = 220,000); AID 463075;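 active means activation, meaning protection from cell death, of at least 50% relative to plate controls; inactive means activation below 50%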;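 further: necroptosis triggered by 40 ng/mL TNF-alpha added together with compound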
CHOP inh – inhibitors of CHOP induction in ER stress response; AID 2732; inhibition, % at 10 µM; CHO-K1 CHOP-promoter luciferase, tunicamycin-induced, 15-18 h; actives 3.8% (n = 220,000);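 active means compounds that reduced the stress-induced luciferase reporter signal by more than about 70% of percent inhibition, limit read from the data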;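 further: 0% = tunicamycin plus vehicle and 100% = wells without tunicamycin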
BaF3 tox – counter-screen for JAK2V617F inhibitors: parental Ba/F3 viability inhibitors | inhibition, % at 5.6 µM | CellTiter-Glo ATP luminescence | actives 1.1% (n = 220,000);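 active means inhibition above a per-campaign cutoff, the mean inhibition of all tested compounds plus 3 SD, cut at about 27% in these data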;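 further: 0% = DMSO wells and 100% = JAK Inhibitor I control wells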
Wee1 degr inh – human Wee1 degradation inhibition, primary screen. reporter increase, % at 5 µM. P30291. HeLa Luc-Wee1K328M stability, luciferase luminescence; 100% = proteasome inhibitor MG132 effect. AID 1321. actives 1.2% (n = 220,000);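 active means activation above the mean of all tested compounds plus 3 SD, set per screening run, cut at about 8.8% in these data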;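 further: cells exposed to compound for 20 h before luminescence read; 0% = DMSO alone and 100% = MG132 at 30 µM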
Target sequence (P30291 whole entry K328M): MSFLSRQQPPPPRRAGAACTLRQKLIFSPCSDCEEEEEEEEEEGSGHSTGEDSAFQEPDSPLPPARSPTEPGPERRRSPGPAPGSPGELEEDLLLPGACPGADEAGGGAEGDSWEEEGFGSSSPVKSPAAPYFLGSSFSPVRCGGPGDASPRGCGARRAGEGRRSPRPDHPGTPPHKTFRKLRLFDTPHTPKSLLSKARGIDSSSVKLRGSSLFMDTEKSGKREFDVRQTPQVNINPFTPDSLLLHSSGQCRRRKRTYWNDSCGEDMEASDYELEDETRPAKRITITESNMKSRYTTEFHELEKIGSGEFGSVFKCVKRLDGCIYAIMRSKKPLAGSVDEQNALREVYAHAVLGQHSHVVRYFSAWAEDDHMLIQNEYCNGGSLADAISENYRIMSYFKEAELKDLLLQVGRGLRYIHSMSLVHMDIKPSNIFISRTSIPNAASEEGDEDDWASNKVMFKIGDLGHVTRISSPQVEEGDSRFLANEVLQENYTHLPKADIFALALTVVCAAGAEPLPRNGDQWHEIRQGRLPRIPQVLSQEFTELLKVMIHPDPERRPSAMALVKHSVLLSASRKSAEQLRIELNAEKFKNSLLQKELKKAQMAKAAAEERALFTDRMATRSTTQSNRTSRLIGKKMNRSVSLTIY
PPC-1+TRAIL kill – kills PPC-1 cancer cells in the presence of TRAIL; cell killing (% activity), % at 4 µM; actives 0.41% (n = 220,000); AID 1443; PPC-1 cells + TRAIL, ATPLite viability luminescence;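 active means cell killing above 50% in the first pass at 4 µM, then a duplicate retest at 5 µM averaging 50% or more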;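 further: plate controls were cells with TRAIL plus DMSO for no effect and medium-only wells lacking cells for full effect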
Ba/F3 V617F tox – lowers viability of Ba/F3 cells expressing EpoR and JAK2V617F. ATP luminescence. inhibition, % at 5.6 µM. actives 1.1% (n = 220,000). AID 1446;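 active means inhibition above the campaign mean plus 3 SD over all tested compounds, cut at about 24% in these data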;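 further: cytokine-independent growth of Ba/F3 cells driven by EpoR plus mutant JAK2; 0% = DMSO-treated cells and 100% = JAK inhibitor I control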
TRPN1 ag – activates the zebrafish TRPN1 channel; HEK293 zebrafish TRPN1-YFP, Fluo-8 calcium fluorescence; 100% = response to 87 µM carbachol; actives 0.18% (n = 220,000); activation, % at 3 µM;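 active means activation above its plate's cutoff, the mean activation of test wells on that plate plus 3 SD, cut at about 19% in these data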;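 further: 0% = DMSO alone and 100% = 87 µM carbachol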
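Material – zebrafish TRPN1-YFP in HEK293 cells · Doses – 3 µM single point · Schedule – dye 1 h 37 °C plus 30 min RT · Signal – Fluo-8 calcium fluorescence, excitation 470-495 nm, emission 515-575 nm · Read-out – % activation versus carbachol response · Control set – carbachol high, DMSO low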
RBBP9 inh – blocks human serine hydrolase RBBP9; actives 0.2% (n = 220,000); AID 1515; inhibition, % at 7.94 µM; O75884; recombinant RBBP9, FP-Rh probe fluorescence polarization;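 active means inhibition above the campaign mean of all tested compounds plus 3 SD, cut at about 14% in these data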;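 further: plate controls were DMSO wells with RBBP9 for no effect and wells lacking RBBP9 protein for full effect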
Target sequence (O75884 whole entry, looked up): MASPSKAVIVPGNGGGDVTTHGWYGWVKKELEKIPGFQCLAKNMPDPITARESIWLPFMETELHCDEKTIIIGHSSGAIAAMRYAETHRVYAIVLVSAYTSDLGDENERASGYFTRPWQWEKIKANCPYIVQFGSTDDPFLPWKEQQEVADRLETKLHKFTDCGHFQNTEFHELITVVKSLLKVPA
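Test system: recombinant human RBBP9; Timing: 30 min then 45 min, 25 °C; Detection: fluorescence polarization; Control set: RBBP9 with DMSO as uninhibited control, no-protein wells as full inhibition; Compound dosing: one concentration, 7.94 µM nominal, 0.794% DMSO; Probe or stimulus: FP-Rh activity-based probe, 375 nM before mixing.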
Numbers without * were called inactive; x = no result given; [ ] = dose if it differs, or a comment. Rows were taken by chance; overall some 6.8% were active at least once.

SMILES	TRPML3 agonist	TNF necrop inh	CHOP inh	BaF3 tox	Wee1 degr inh	PPC-1+TRAIL kill	Ba/F3 V617F tox	TRPN1 ag	RBBP9 inh
O=C(Nc1ccccn1)NC1CCS(=O)(=O)C1 (centres undefined)	-0.2	-1.2	-5.7	5.5	-2.0	1.7	4.5	-0.2	-0.3
O=C(NCc1ccc(N2CCCC2=O)cc1)c1cnccn1	0.7	0.8	4.8	5.9	5.7	3.9	-0.7	0.0	-6.2
COc1ccc(OC)c(NC(=O)COC(=O)c2c3c(nc4ccccc24)CCCC3)c1	-0.1	-13.0	5.1	8.1	1.1	0.5	6.1	-1.0	2.0
O=C(Nc1ccccc1N1CCN(C(=O)c2ccc(Cl)cc2)CC1)c1cc(Br)ccc1Cl	-0.8	3.0	-11.2	0.3	-0.7	-7.3	-2.4	-0.3	-6.4
c1coc(-c2nc3ccccc3nc2-c2ccco2)c1	0.8	-1.9	-0.7	1.6	-3.7	10.1	-2.6	0.2	11.7
CCOC(=O)N1CCN(C(=O)C2CCN(S(C)(=O)=O)CC2)CC1	0.1	0.2	15.7	2.2	-1.8	5.4	-0.7	-0.1	-7.8
COc1ccc(-c2cn3c4c(sc3n2)CCCC4)cc1	0.1	-2.0	8.8	1.6	3.0	76.0*[5 µM]	-2.6	-0.4	1.8
CC(C)CNC(=O)c1cc(-c2ccco2)on1	-0.1	-1.7	-29.8	2.2	6.6	6.0	0.5	0.9	-4.9
O=C(NCc1ccccc1)C1CCN(S(=O)(=O)c2cc([N+](=O)[O-])ccc2Cl)CC1	0.5	1.3	3.7	2.4	2.5	9.3	-4.0	0.8	0.3
CCOc1ccccc1OCC(=O)Nc1nc2ccccc2[nH]1	-0.3	2.5	-28.2	2.1	8.3	10.4	-3.1	0.4	9.0
CC(C)CCNC(=O)c1ccc(CS(=O)(=O)Cc2ccccc2F)o1	0.2	-0.9	-13.8	0.9	0.9	17.4	-2.1	1.0	-2.0
COc1ccc(F)cc1S(=O)(=O)N1CCCN(S(=O)(=O)c2cc(F)ccc2OC)CC1	1.5	1.5	24.4	1.5	1.1	2.5	-1.2	2.4	4.3
CCCCCn1c(=O)[nH]c2cc(C(=O)NCCCN3CCCCC3)ccc2c1=O	1.2	0.8	15.0	5.0	0.7	15.4	-0.5	-0.5	-4.0
CCCC(=O)Nc1nc2nc(-c3ccccc3)cc(=O)n2[nH]1	1.1	1.0	7.2	3.3	0.2	-2.8	-4.4	-0.7	-6.9
COc1ccc(NS(=O)(=O)c2ccc(NC(=O)c3ccc(CN4CCOCC4)cc3)cc2)cc1	5.5	-9.8	29.5	3.3	-1.7	x	-4.5	12.2	-12.6
C=CCNC(=O)COC(=O)c1oc2ccccc2c1CSC1CCCCC1	0.5	-2.9	53.0	4.5	-1.7	-23.1	1.2	-0.5	-6.9
Cc1nc2ccccc2n1/N=C/c1cccnc1	0.5	-0.1	9.2	8.8	-0.9	-6.0	5.5	0.6	-1.8
CC(C)n1c(CN2CCN(Cc3ccccc3)CC2)nc2ccccc21	0.1	1.0	-0.6	0.3	2.4	22.9	-0.3	0.5	-5.6
Cc1cccc(OCCNc2cc(N3CCN(C)CC3)ccc2[N+](=O)[O-])c1	1.0	8.3	29.2	4.7	-2.8	5.0	1.5	0.3	-6.9
Cc1csc(SCC(=O)N2CCN(S(=O)(=O)c3ccc(Cl)cc3)CC2)n1	-0.3	1.2	5.8	-0.5	1.5	15.9	-0.1	-1.1	-3.3
CCOC(=O)c1c(CSc2cccs2)n(C)c2cc(Br)c(O)c(CN(C)C)c12	1.9	1.1	6.1	1.4	-3.7	7.3	-1.8	-2.6	2.6
CCCc1nn(C)c(C(=O)Nc2cccc(C)c2)c1Cl	-0.3	0.4	6.9	6.2	2.8	-4.6	3.2	-0.5	-5.6
N/C(=N\OC(=O)COc1ccc(Br)cc1Cl)c1ccccn1	-1.0	0.6	-4.2	6.9	5.2	37.9	6.7	-0.8	-4.2
O=C(Nc1ccccc1)N1CCC(n2c(=O)[nH]c3ccccc32)CC1	0.9	0.8	38.0	7.0	-1.4	-9.9	1.4	1.6	4.2
COc1ccc(N2C(=O)C3ON(C4SC(=S)N(C)C4(C)C)C(c4ccc([N+](=O)[O-])cc4)C3C2=O)cc1 (centres undefined)	-0.4	-2.3	31.4	0.2	-4.2	-4.6	0.1	1.0	-1.6
Nc1nc(CN2CCC(Cc3ccccc3)CC2)nc(Nc2ccccc2)n1	0.5	1.6	19.7	4.8	-0.3	-5.9	-1.7	-1.2	2.8
Cc1cc(C)nc(NCC(O)CNc2ccccc2C)n1 (centres undefined)	0.9	0.2	31.3	4.7	-2.2	-18.9	-4.4	-0.5	-3.7
O=C(Nc1ccncc1)C1CCCN(S(=O)(=O)c2cccc3cccnc23)C1 (centres undefined)	0.7	-5.3	x	70.0*	1.6	-5.4	84.8*	1.4	-0.3
NS(=O)(=O)c1ccc(NC(=O)CSc2ccccc2)cc1	-0.6	1.5	17.1	0.1	2.9	-2.2	-1.3	0.1	-3.6
CSc1nnc(Nc2ccccc2C)s1	0.9	4.1	-2.4	4.6	1.7	0.1	-1.3	-1.2	-5.6

Some entries already given, reduced to CHOP inh, PPC-1+TRAIL kill and TNF necrop inh.
SMILES | CHOP inh | PPC-1+TRAIL kill | TNF necrop inh
CC(C)n1c(CN2CCN(Cc3ccccc3)CC2)nc2ccccc21 | -0.6 | 22.9 | 1.0
Cc1cccc(OCCNc2cc(N3CCN(C)CC3)ccc2[N+](=O)[O-])c1 | 29.2 | 5.0 | 8.3
Cc1csc(SCC(=O)N2CCN(S(=O)(=O)c3ccc(Cl)cc3)CC2)n1 | 5.8 | 15.9 | 1.2
CCOC(=O)c1c(CSc2cccs2)n(C)c2cc(Br)c(O)c(CN(C)C)c12 | 6.1 | 7.3 | 1.1

Next section.
SMILES	TRPML3 agonist	TNF necrop inh	CHOP inh	BaF3 tox	Wee1 degr inh	PPC-1+TRAIL kill	Ba/F3 V617F tox	TRPN1 ag	RBBP9 inh
Cc1ccccc1NC(C)C(=O)N/N=C/c1c[nH]c2ccccc12 (centres undefined)	0.9	1.0	19.8	4.3	0.7	-10.9	-0.5	-0.1	1.6
CCSc1nc2ccccc2c(=O)n1OCC(=O)OC	0.6	-1.0	13.2	8.8	1.8	-5.9	3.2	-1.6	1.4
CC(C)C(=O)c1cc2c(cc1NC(=O)c1cccs1)OCCO2	0.0	-0.5	11.9	2.9	2.9	21.5	-2.9	1.4	-5.0
O=Nc1c(O)n(Cc2cccc(C(F)(F)F)c2)c2ccccc12	-0.7	-1.8	37.5	7.9	-3.7	47.1	0.9	-1.0	-35.7
COc1cc2c(cc1NC(=O)c1cccc([N+](=O)[O-])c1)oc1ccccc12	1.6	-0.6	46.6	-1.2	4.6	18.2	-0.1	0.9	5.2
CC(=O)c1ccc(N2CCN(c3ccc(C(F)(F)F)cn3)CC2)cc1	1.1	-0.8	83.3*	10.3	0.8	16.1	1.4	2.9	8.8
O=C(CNC(=O)c1ccco1)Nc1cc(Cl)ccc1N1CCOCC1	-0.8	-1.4	54.2	4.5	-3.5	17.5	2.3	-0.6	-5.3
CC(Oc1ccc(Br)cc1)C(=O)N1CCc2ccccc21 (centres undefined)	0.9	0.1	59.3	3.4	-0.5	26.5	-0.2	1.0	-4.7
Cc1ccc(NC(=O)c2noc3c2CCCCC3)cc1C	0.7	1.5	63.8	2.8	12.7*	-8.4	0.0	1.2	-0.4
Cc1ccc2c(c1C)NC(=O)C21N2CCCC2C(C(=O)c2ccc3ccccc3c2)C12C(=O)Nc1ccccc12 (centres undefined)	-0.5	-3.3	-42.4	-3.3	-2.0	12.6	5.5	-0.9	-3.0
Cc1ccc2cc(CCNC(=O)C(C)C)c(=O)[nH]c2c1	0.3	1.5	7.0	1.1	4.1	17.2	5.0	0.6	-11.8
Cc1ccc2c(c1)CCCN2C(=O)c1ccco1	0.1	-0.1	5.8	6.8	-1.7	1.3	1.8	-1.8	0.5
Cc1cc(C)nc(N(C#N)Cc2ccccc2Cl)n1	-1.2	-1.1	0.5	9.2	2.7	-27.9	-2.5	-1.9	-1.1
O=C(O)c1cccc(N/N=C/c2cn(-c3ccccc3)nc2-c2cccs2)c1	0.4	-0.8	-13.4	4.8	0.8	4.1	1.3	-1.1	-4.4
O=C1/C(=C/c2cccs2)SC(=S)N1c1ccccc1	0.3	-1.2	-8.7	3.0	-0.8	10.5	-2.4	-0.4	-2.1
CCCCc1nc2ccccc2c(C(=O)O)c1C	0.3	0.0	19.9	10.6	-3.8	4.2	3.7	0.7	-4.7
COc1ccc(C(CNC(=O)c2ccc(S(=O)(=O)N3CCCC3)cc2)N2CCOCC2)cc1 (centres undefined)	0.3	3.7	0.5	-0.7	5.5	-7.5	2.2	1.1	6.2
O=C1c2ccncc2C(=O)N1C1CCCCC1	2.3	-0.3	-8.6	-1.1	-1.3	-5.4	-1.7	0.6	-0.9
COc1cccc(S(=O)(=O)Nc2cccc(C(=O)N3CCCCCC3)c2)c1	0.5	1.1	20.9	3.0	-2.0	-11.9	-1.7	-1.3	-2.2
CN(C)CCCOC(=O)COc1ccc(Br)cc1	0.7	0.9	8.0	2.4	-1.3	8.5	2.6	0.0	-6.3
CN(CCc1ccccn1)C(=O)CCC1CCCN(C(=O)c2n[nH]c3c2CCCC3)C1 (centres undefined)	0.5	-0.3	0.4	4.0	1.3	-12.2	3.0	0.2	-3.4
CCOc1cc(C)c(S(=O)(=O)NC2CC(C)(C)NC(C)(C)C2)cc1C	0.6	3.4	10.2	6.2	-1.5	3.2	1.0	0.9	-7.8
COc1cccc(C(=O)C2CCCN(C(=O)c3ccc(C#CC(C)(C)O)cc3)C2)c1 (centres undefined)	1.3	1.8	-1.5	0.7	-0.8	11.5	-0.4	2.1	-13.2
CCO[C@H]1OC(C(=O)N2CCN(Cc3ccccc3)CC2)=C[C@@H](C2CCCCC2)[C@@H]1CCCO	-0.3	-0.8	-0.3	0.0	2.5	13.3	7.0	-0.9	-8.9
CCc1cc2c(NCC3CCCO3)ncnc2s1 (centres undefined)	0.2	-0.9	51.2	6.4	3.0	6.4	3.8	0.9	-12.2

Screens: PubChem BioAssay, several laboratories
